# Screens: PubChem BioAssay, several laboratories
# HIF-2a inh: HIF-2a inhibition. 786-0 RCC cells HIF-2a reporter, luciferase luminescence, overnight. inhibition, % at 18.8 µM. actives 0.72% (n = 360,000). AID 624352;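 active = inhibition of the luminescence signal of 40% or more relative to plate controls, in a single-dose primary screen at 18.75 µM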
# Peg3 prom inh: reduces Peg3 promoter-driven luciferase expression in HeLa | HeLa PEG-Prom luciferase reporter, luminescence, overnight | inhibition, % at 20 µM | actives 1.7% (n = 360,000) | AID 588405;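 active = inhibition of at least 50% at 20 µM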
# NR2E3 ag-1: human photoreceptor-specific nuclear receptor agonism | CHO-S Gal4-NCOR/VP16-NR2E3 two-hybrid, luciferase | inhibition of corepressor binding, % at 3.98 µM | actives 0.35% (n = 360,000) | AID 602229;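 active = inhibition above the mean of all tested compounds plus 3 SD, cut at about 70% in these data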;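 note: 0% = DMSO with NR2E3 transfected cells and 100% = cells lacking NR2E3 construct; higher means lower luciferase signal from less NR2E3 corepressor binding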
# TRPM1 prom inh: reduces MITF-dependent TRPM1 promoter luciferase signal. SK-MEL-5 TRPM1 promoter luciferase, 24 h. actives 0.83% (n = 330,000). inhibition, % at 12.5 µM. AID 488899;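 active = mean inhibition across replicates of 60% or more, whatever share of single replicates reaches that level; inconclusive = some that reach 60%, reason not given; inactive = mean inhibition across replicates below 60%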; note: values of inactives mirror those of a sister screen read the other way
# Exocytosis inh: lytic granule exocytosis inhibition. TALL-104 LAMP-1 surface exposure, flow cytometry; cells stimulated with thapsigargin and PMA. inhibition, % at 10 µM. actives 0.66% (n = 360,000). AID 651702;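 active = inhibition above about 55%, limit read from the data; inconclusive = no clear call, values can overlap the other calls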
# Vif imaging: inhibitors of HIV Vif; HEK293T cells, Vif self-association by quenched fluorescence, imaging, 24 h; inhibition, % at 7.49 µM; actives 0.35% (n = 340,000); in the data active = inhibition above about 50%, passing the limit was not always enough; inconclusive = no clear call, values can overlap the other calls; inactive = below about 31%; note: some results filed as inactive read as strong as hits
# hiPSC survival: enhancers of human iPSC single-cell survival; survival enhancement, % at 20 µM; AID 602274; actives 0.044% (n = 360,000); hiPSC single-cell survival, ATPlite luminescence; 100% = ROCK inhibitor wells, 0% = DMSO; in the data active = survival enhancement above about 18%;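 note: cells exposed to compounds for 16 hours before the ATP read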
# PDI inh: PDI (human) enzyme inhibition; PDI insulin aggregation turbidity, A650, 90 min; inhibition, % at 10 µM; actives 0.052% (n = 350,000); AID 588391;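 active = mean inhibition across replicates of 30% or more, whatever share of single replicates reach that level; inconclusive = mean inhibition below 30% while every single replicate reaches 30%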;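 note: absorbance from insulin aggregation driven by PDI reduction with DTT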
# Target sequence (P07237 whole entry, looked up): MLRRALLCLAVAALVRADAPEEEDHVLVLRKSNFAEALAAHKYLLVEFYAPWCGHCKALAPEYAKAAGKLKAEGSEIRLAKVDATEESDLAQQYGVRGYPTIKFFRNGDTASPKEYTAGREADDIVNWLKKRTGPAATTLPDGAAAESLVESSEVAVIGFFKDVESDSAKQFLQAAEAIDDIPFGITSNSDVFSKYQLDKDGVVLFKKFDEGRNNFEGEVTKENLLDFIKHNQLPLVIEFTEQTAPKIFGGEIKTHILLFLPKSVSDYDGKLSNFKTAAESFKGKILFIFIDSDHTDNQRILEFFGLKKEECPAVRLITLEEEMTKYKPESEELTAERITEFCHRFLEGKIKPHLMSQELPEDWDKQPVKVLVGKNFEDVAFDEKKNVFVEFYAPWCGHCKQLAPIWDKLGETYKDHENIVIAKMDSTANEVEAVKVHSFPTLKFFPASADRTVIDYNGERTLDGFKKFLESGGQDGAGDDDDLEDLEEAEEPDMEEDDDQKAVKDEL
# CaV13 FRET inh: Disruptors of the CACNA1D IQ motif to Ca2+-dependent inactivation inhibitor domain association, primary screening, Förster resonance energy transfer in intact living … | HEK cells, CFP/YFP FRET ICDI-IQ, plate reader, 10 min; percent FRET-ratio fall versus neutral wells | inhibition, % at 12.3 µM | actives 0.098% (n = 340,000);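 active = mean replicate inhibition of at least 30% and at least 1% of replicates passing that level; inconclusive = only one of the two criteria is met; inactive = neither criterion is met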;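 note: 0% = median of the neutral control wells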
# NR2E3 ag-2: NR2E3 (human) agonism; GST-NR2E3/biotin-RetCOR TR-FRET, 1536-well; inhibition of corepressor binding, % at 4.78 µM; actives 0.12% (n = 320,000); AID 2300;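 active = percent inhibition above the cutoff of mean plus 3 SD of all tested compounds, set per screening campaign, cut at about 20% in these data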;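 note: 0% = DMSO wells and 100% = biotin wells as full block of FRET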
#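 Test system: GST-NR2E3 and biotin-RetCOR proteins | Quantity: 1.35 nM GST-tagged NR2E3 final | Medium: Tris pH 7.5 | Also added: 7 nM biotin-RetCOR | Dosing: Compound at 4.8 µM, single dose | Timing: 5 h at 4 °C | Detection: Time-resolved FRET | Read-out basis: Percent inhibition | Benchmarks: Biotin wells as high control, 0.6% DMSO wells as low control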
# aDG glyco act: increases alpha dystroglycan glycosylation; activation, % at 10 µM; actives 0.22% (n = 360,000); Pro5-aDG cells, alpha-DG glycosylation AlphaScreen (IIH6); 0% Pro5, 100% B10-LARGE cell signal; AID 624168;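 active = activation of at least 8% versus controls, or a plate z-score of at least 8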;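 note: Pro5 are CHO cells carrying HIG-tagged alpha-DG that lacks glycosylation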
# Numbers without * were called inactive; ? = inconclusive; . = not tested or not shown.
SMILES,HIF-2a inh,Peg3 prom inh,NR2E3 ag-1,TRPM1 prom inh,Exocytosis inh,Vif imaging,hiPSC survival,PDI inh,CaV13 FRET inh,NR2E3 ag-2,aDG glyco act
CCOC(=O)N1CCN(C(=O)CCNS(=O)(=O)c2ccccc2)CC1,12.7,1.0,-1.0,3.7,-1.6,2.7,1.0,-7.9,-6.4,0.3,-0.1
CC1CC(C)(C)NC(=S)N1CCCC(=O)Nc1ccc(F)cc1 (stereo not given),4.1,4.2,6.0,-4.3,2.2,2.3,-0.2,0.0,1.0,4.0,0.0
Cc1cccc(OCCC(=O)OCc2csc(CC(=O)Nc3ccccc3C)n2)c1,6.1,5.4,-13.9,.,-1.2,24.0,-0.3,-6.7,-5.9,0.8,-0.1
Cc1ccc(C(=O)CSc2nc(N)cc(=O)[nH]2)cc1C,0.5,-4.1,-29.7,8.9,3.9,-1.4,0.0,-16.1,-3.3,0.1,0.1
COc1ccc(-n2nc3c(c2NC(C)=O)CS(=O)(=O)C3)cc1,13.5,-1.4,-25.4,15.6,-7.3,-1.8,-0.7,-9.9,-18.6,3.8,0.0
COc1ccccc1-n1c(SCc2cc(=O)oc3cc(O)ccc23)nc2ccccc2c1=O,7.2,30.9,-27.0,2.5,0.8,2.6,1.7,12.6,-5.1,4.4,-0.1
Cc1ccc(CNC(=O)CCC(=O)Nc2nnc(C)s2)cc1,14.6,1.3,4.5,-8.3,0.7,-5.8,-0.3,11.9,-15.0,0.5,0.0
Cc1nnsc1C(=O)Nc1cccc(Cl)c1,-6.6,-11.0,-31.2,4.2,?,-4.0,-0.1,7.1,-15.1,-0.1,0.0
CC1CCc2c(sc3c2C2=NS(=O)(=O)CCN2C=N3)C1 (stereo not given),6.7,-0.6,2.9,-1.4,5.5,0.2,-1.3,-2.4,-3.9,1.7,-0.5
C=C(C)C(=O)Nc1cccc(C2=NOC3(C2)C[C@@H](C(N)=O)N(C(=O)c2ccc(OC)cc2)C3)c1 (stereo not given in full),10.9,-11.9,-22.5,-7.8,-0.5,-11.0,-2.8,16.9,.,-27.8,-0.2
CC(=O)Nc1ccc(S(=O)(=O)NCc2nc(-c3ccccc3C)no2)cc1,5.5,6.2,.,4.0,-3.0,13.8,0.4,0.9,-3.5,1.0,0.0
CN(C)c1ccc(C(=O)OCC#CCSc2nnc(-c3cccc4ccccc34)o2)cc1,-23.6,-7.5,3.9,-6.8,-6.3,.,-1.6,-1.6,-7.0,.,0.0
COc1ccc(OC)c(C2CC(=O)N3CN(c4ccccc4F)CSC3=C2C#N)c1 (stereo not given),-3.0,-3.3,5.3,.,-2.7,7.6,-2.4,.,-6.2,2.2,-0.2
COC(=O)c1c(-c2ccccc2)csc1N,15.1,1.9,-9.7,5.3,-0.6,.,-0.8,-12.5,-7.0,0.8,-0.1
CCOC(=O)OC(C)OC(=O)[C@@H]1N2C(=O)[C@@H](NC(=O)[C@H](N)c3ccccc3)[C@H]2SC1(C)C (stereo not given in full),2.1,7.7,-12.6,-0.4,-1.9,-2.8,-1.3,4.2,-5.3,1.6,-0.1
CC#CCC(CC#CC)c1nc2ccccc2c(=O)n1N,5.4,-28.0,16.9,-4.1,4.7,-2.7,3.5,-1.2,-2.5,3.1,0.1
Cc1ccc(-c2cn(-c3ccccc3)c(=S)[nH]2)cc1C,-136.9,-111.8,-104.7,-121.7,-9.6,5.2,-0.3,7.2,-4.5,-3.9,0.0
O=S(=O)(c1ccccc1)N1CCN(C(=S)Nc2ccccc2)CC1,9.5,7.0,-9.4,7.5,3.2,-5.3,-0.3,-0.5,.,.,0.3
CCCCNC(=O)Nc1nc(SCC(=O)OCC)n[nH]1,22.7,7.3,-5.0,2.4,0.7,-2.2,2.6,-5.0,-0.2,3.5,-0.1
CCN(c1ccc(C(=O)CSc2nnc(C3CC3)n2C2CC2)cc1)S(C)(=O)=O,-8.9,12.3,-17.4,3.9,-3.6,-5.6,-0.5,8.7,-3.2,1.7,-0.1
CCOC(=O)C1=C(C)NC(C)=C(C(=O)OCC)C1C(=O)O,-27.6,-25.2,-9.8,4.0,2.7,2.7,1.3,1.7,-5.7,0.3,0.0
CCOC(=O)[C@@H]1[C@H]2COc3cc(OC)ccc3[C@H]2N2C(=O)N(c3ccc(F)cc3)C(=O)[C@]12C,10.3,6.5,-32.9,-1.4,-1.0,.,-0.3,-3.2,.,4.0,0.1
Cc1nc(SCC(=O)Nc2nnc(C(C)C)s2)n[nH]1,1.0,16.3,-24.9,10.4,6.5,17.3,2.3,-0.7,-3.0,-2.1,0.0
O=C(CSC(=S)N1CCCCC1)N1N=CCC1c1ccccc1 (stereo not given),-124.8,-128.5,-10.0,-26.3,-1.0,10.3,10.3,3.2,-5.4,-3.4,0.0

# Three compounds drawn at random from the list so far, as already listed:
SMILES,HIF-2a inh,Peg3 prom inh,NR2E3 ag-1,TRPM1 prom inh,Exocytosis inh,Vif imaging,hiPSC survival,PDI inh,CaV13 FRET inh,NR2E3 ag-2,aDG glyco act
O=C(CSC(=S)N1CCCCC1)N1N=CCC1c1ccccc1 (stereo not given),-124.8,-128.5,-10.0,-26.3,-1.0,10.3,10.3,3.2,-5.4,-3.4,0.0
CCOC(=O)OC(C)OC(=O)[C@@H]1N2C(=O)[C@@H](NC(=O)[C@H](N)c3ccccc3)[C@H]2SC1(C)C (stereo not given in full),2.1,7.7,-12.6,-0.4,-1.9,-2.8,-1.3,4.2,-5.3,1.6,-0.1
CCOC(=O)N1CCN(C(=O)CCNS(=O)(=O)c2ccccc2)CC1,12.7,1.0,-1.0,3.7,-1.6,2.7,1.0,-7.9,-6.4,0.3,-0.1

# Three of these compounds in another layout.
SMILES	HIF-2a inh	Peg3 prom inh	NR2E3 ag-1	TRPM1 prom inh	Exocytosis inh	Vif imaging	hiPSC survival	PDI inh	CaV13 FRET inh	NR2E3 ag-2	aDG glyco act
CN(C)c1ccc(C(=O)OCC#CCSc2nnc(-c3cccc4ccccc34)o2)cc1	-23.6	-7.5	3.9	-6.8	-6.3	.	-1.6	-1.6	-7.0	.	0.0
COc1ccc(OC)c(C2CC(=O)N3CN(c4ccccc4F)CSC3=C2C#N)c1 (stereo not given)	-3.0	-3.3	5.3	.	-2.7	7.6	-2.4	.	-6.2	2.2	-0.2
COC(=O)c1c(-c2ccccc2)csc1N	15.1	1.9	-9.7	5.3	-0.6	.	-0.8	-12.5	-7.0	0.8	-0.1
